# EPAC2 antagonist: antagonists of human EPAC2; EPAC2 GEF exchange of Rap1B-BODIPY-GDP, fluorescence; Potency, µM (top dose mostly 114 µM), without a hit: at the top dose activity, negative = inhibition, usual class: inhibitors; 360,000 compounds, 0.18% hits; AID 720708; further: potency means the concentration at half of the fitted maximal effect; on the % scale 0 is the no-effect control and ±100 the full control effect; nearly all actives have a fitted effect of over 45% in size; many of its hits are not listed in these tables
# DRD3 agonist: agonists of human D3 dopamine receptor | P35462 | AID 652048 | 410,000 compounds, 0.58% hits | max activation, % | D3R DiscoveRx beta-arrestin cells, luminescence, 90 min; in the data active means max activation above about 30%; further: 0% is about no effect; mostly tested at two doses, the higher about 12 µM
# Target sequence (P35462 whole entry, looked up): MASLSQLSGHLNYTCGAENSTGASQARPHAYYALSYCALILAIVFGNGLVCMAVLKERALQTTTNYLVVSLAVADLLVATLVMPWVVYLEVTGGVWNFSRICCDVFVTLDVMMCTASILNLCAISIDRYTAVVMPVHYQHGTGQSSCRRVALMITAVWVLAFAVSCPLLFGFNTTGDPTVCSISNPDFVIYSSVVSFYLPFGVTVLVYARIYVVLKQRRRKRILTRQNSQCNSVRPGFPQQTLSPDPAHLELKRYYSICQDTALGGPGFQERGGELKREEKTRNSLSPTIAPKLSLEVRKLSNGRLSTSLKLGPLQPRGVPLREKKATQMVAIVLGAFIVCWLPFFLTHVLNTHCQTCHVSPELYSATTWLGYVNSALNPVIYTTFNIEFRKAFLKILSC
#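 Cells at 1500/well, incubated overnight, then treated with pinned compounds (dopamine as control) for 90 min at 37 degrees C. DiscoveRx reagent added for 30 - 60 minutes at room temperature; luminescence read.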
# pAkt inh: inhibitors of Akt phosphorylation; Neuro2A IGF-stimulated pAkt S473 HTRF, 20 min; hits give low values; activity change, % for hits at 50 µM; 360,000 compounds, 0.32% hits; in the data active means activity change below about -80%; inconclusive means mostly about -51% to -80%; further: on the % scale 0 is the no-effect control and ±100 the full control effect
#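 Neuro2A cells in DMEM with 0.5% FBS, overnight at 37 deg C, given compound at single 50 µM final, then IGF (6 nM final) for 20 min at 37 deg C. Lysed; phospho-Akt Ser473 by HTRF after 24 h, 665/615 ratio.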
# D3 antag: D3 dopamine receptor (human) antagonism | P35462 | D3R cells, DiscoveRx beta-arrestin luminescence, antagonist mode; hits give low values | 360,000 compounds, 2.5% hits | AID 652054 | max response, negative = inhibition, %; in the data active means max response below about -50%; inconclusive means no clear call, values can overlap the other calls; further: on the % scale 0 is the no-effect control and ±100 the full control effect; mostly tested at two doses, the higher about 12 µM
#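 Cells expressing the human receptor were seeded at 1500 cells/well, incubated overnight at 37 degrees C in 5% CO2, then exposed to library compounds with dopamine controls for 90 minutes at 37 degrees C before luminescent detection.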
# EPAC2 agonist: EPAC2 (human) agonism; EPAC2 activation, biochemical qHTS; response scale: 100% = 6.5 mM cAMP response; AID 720711; 360,000 compounds, 0.079% hits; Potency, µM (top dose mostly 154 µM), for the others: at the top dose activation, hits mostly activators; further: potency means the concentration at half of the fitted maximal effect; nearly all actives have a fitted effect of over 50% in size
#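 Readout is BODIPY fluorescence (480 nm excitation, 540 nm emission), which falls as labeled GDP is exchanged off Rap1B. EPAC2 at 100 nM acted on 250 nM RAP1B-BODIPY-GDP with 50 uM GDP present.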
# PTHR1 agonist: agonists of human PTHR1 parathyroid hormone receptor; HEK293 GP2 PTHR1 cells, GloSensor cAMP luminescence, 1 h; Potency, µM (titrated, usually from 115 µM), without a hit: at the top dose activation, most hits filed as activators; 410,000 compounds, 0.075% hits; further: potency means the concentration at half of the fitted maximal effect; nearly all actives have a fitted effect of over 55% in size; some results filed as inactive show a strong effect at the top dose; inactives centre near -15; many of its hits are not listed in these tables
# Target sequence (Q03431 whole entry, looked up): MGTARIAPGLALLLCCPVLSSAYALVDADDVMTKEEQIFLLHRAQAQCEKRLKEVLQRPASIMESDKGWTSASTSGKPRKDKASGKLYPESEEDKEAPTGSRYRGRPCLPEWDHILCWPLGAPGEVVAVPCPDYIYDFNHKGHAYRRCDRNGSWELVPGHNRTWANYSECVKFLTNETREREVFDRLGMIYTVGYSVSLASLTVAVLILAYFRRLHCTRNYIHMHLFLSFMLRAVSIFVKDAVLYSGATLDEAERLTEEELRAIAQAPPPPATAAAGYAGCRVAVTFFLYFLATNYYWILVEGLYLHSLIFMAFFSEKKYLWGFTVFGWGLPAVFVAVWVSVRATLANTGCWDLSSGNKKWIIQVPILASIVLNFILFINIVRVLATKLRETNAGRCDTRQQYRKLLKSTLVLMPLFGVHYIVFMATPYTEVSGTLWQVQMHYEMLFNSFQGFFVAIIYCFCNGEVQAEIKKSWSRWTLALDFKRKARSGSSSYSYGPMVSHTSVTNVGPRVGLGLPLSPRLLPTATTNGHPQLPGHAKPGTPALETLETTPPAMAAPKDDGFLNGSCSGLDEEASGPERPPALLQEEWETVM
#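 HEK-293-derived GP2 cells expressing PTHR1 and a GloSensor cAMP reporter, 3,000/well, plated overnight, given luciferin plus IBMX (each 0.5 mM as added) for 1 h at 37 °C, then compound for 1 h at 37 °C. Luminescence was read after 15 min at room temperature.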
# Mm-Cpn inhibitor: blocks the Methanococcus maripaludis chaperonin Mm-Cpn | 330,000 compounds, 0.031% hits | Potency, µM (doses to about 76.9 µM), inactives show top-dose activity, negative = inhibition, most hits filed as inhibitors | purified Mm-Cpn ATPase, ADP Transcreener TR-FRET | AID 504842; further: potency means the concentration at half of the fitted maximal effect; on the % scale 0 is the no-effect control and ±100 the full control effect; nearly all actives have a fitted effect of over 80% in size
#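 Eu-cryptate anti-ADP/ADP-d2 competition gives a ratio inversely related to ADP. Enzyme at 25 nM was pre-exposed to compound for 10 min, then given 10 uM ATP for 30 min, 37°C throughout.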
# CCT chaperon mod: cytosolic chaperonin activity modulation; purified chaperonin ATPase assay, HTRF ADP detection, 30 min; activity change, % (concentration not given with the values), hits read low; 360,000 compounds, 0.3% hits; AID 651819; in the data active means activity change below about -30%; further: on the % scale 0 is the no-effect control and ±100 the full control effect
#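 ATPase activity: ADP formed was measured by HTRF Transcreener (665/615 nm ratio) after 30 min at 37 deg C with 10 uM ATP. Compounds screened at one 76 uM concentration against 40 or 20 nM TRiC in Tris pH 7.4/KCl/MgCl2/DTT buffer.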
# Active calls of the source: *; i = inactive; ? = inconclusive; nt = no result given; & = joins results of further samples; [ ] = remark or other dose. Unless noted, the call rests on the fitted dose curve; in most records, active means well fitted curve in the direction sought with a large enough effect; inconclusive means small, poorly fitted or top-dose-only effect, or another doubt; inactive means no such curve, though single readings can be large; an effect the other way counts as inactive or inconclusive. The list is partial (hit frequency here may not be typical).
# Results follow in this order: EPAC2 antagonist, DRD3 agonist, pAkt inh, D3 antag, EPAC2 agonist, PTHR1 agonist, Mm-Cpn inhibitor, CCT chaperon mod
- C[C@H](CO)N1C[C@H](C)[C@@H](CN(C)S(=O)(=O)c2ccccc2)Oc2ccc(NC(=O)C3CC3)cc2C1=O
→ 5.2%, -13.5, i, 0.0, 7.4%, -4.7%, 2.2%, 0.1
- CCC(C)NC(=O)Cn1nc(Cc2ccncc2)c2ccccc2c1=O (centres undefined)
→ 10.3%, -10.1, i, 17.2, 4.2%, -17.6%, -0.2%, 2.0
- O=C(c1cccc(S(=O)(=O)Nc2ccc(F)cc2)c1)N1CCC1
→ -3.8%, 2.1, i, -4.4, 3.8%, -9.1%, 0.5%, 0.2
- CC(C)CNC1CS(=O)(=O)CC1O (centres undefined)
→ 1.7%, 3.7, i, 7.1, 9.6%, i, -1.9%, -1.1
- Cc1ccc(S(=O)(=O)N2CCC(C(=O)OC(C)C(=O)NC3CCCCC3C)CC2)cc1C (centres undefined)
→ -3.9%, -3.8, i, -23.1, -1.7%, -36.2%[inhibitor], 0.0%, -6.3
- COc1ccc2nc(NC(=O)CSc3nnc4n3C(C)(C)Cc3ccccc3-4)sc2c1
→ 3.3%, -0.5, nt, ?, -1.7%, -65.6%[inhibitor], -1.5%, -0.6
- Cc1ccccc1-n1ncc(C(C)NS(=O)(=O)c2sccc2C)c1C (centres undefined)
→ -1.7%, -12.9, i, -11.5, 4.6%, -1.7%, -3.7%, -1.1
- CCN(CC)S(=O)(=O)c1cccc(NC(=O)CNc2cccc(S(=O)(=O)N3CCOCC3)c2)c1
→ -0.7%, 2.2, i, 55.8, 4.0%, -34.7%[inhibitor], -0.3%, -3.3
- O=C(/C=C/c1ccco1)N/C(=C\c1ccccc1)C(=O)NCCc1nc2ccccc2[nH]1
→ -2.4%, 2.4, i, -24.4, -7.5%, -1.0%, 1.0%, 2.7
- CCSc1nc2ccccc2n1C(=O)Oc1ccccc1
→ 1.9%, 0.8, i, -6.2, 6.8%, i, 0.7%, -2.0
- COC(=O)C1NC(=O)N2C(C(=O)OC)C(C)(C)S[C@H]12 (some centres undefined)
→ 1.2%, -6.1, i, 11.0, 9.3%, -24.7%, nt, -2.1
- O=C(N/N=C/c1cn[nH]c1-c1ccc(F)cc1)c1ccncc1
→ 2.1%, -24.3, i, -14.3, 7.1%, i, 0.7%, 0.3
- O=C(Cc1ccc(Cl)cc1Cl)OCC(=O)N1CCN(C(=O)c2ccco2)CC1
→ -7.5%, -7.4, i, -14.3, 8.1%, -12.1%, 1.8%, -3.6
- COc1cc2c(C#CCCO)c(-c3ccc(C#N)cc3)oc(=O)c2cc1OC
→ 28.7%, -16.5, i, 0.0, 4.8%, -16.9%, -0.9%, -0.6
- Cc1cc(NC(=O)/C=C/c2ccccc2)c(C(C)C)cc1O
→ -18.8%, 1.1, i, 3.0, 12.8%, -13.6%, -0.3%, -5.0
- CC(=O)c1ccccc1NS(=O)(=O)c1cccc2nonc12
→ -1.2%, -5.1, i, -18.5, 7.2%, i, 0.0%, -4.3
- CCOP(=O)(OCC)C(NC(=O)Nc1cccc(Cl)c1)c1ccccc1 (centres undefined)
→ -13.9%, -0.8, i, 1.8, -0.8%, i, 1.1%, 1.1
- CCOC(=O)N1CCN(c2ccc3nnnn3n2)CC1
→ 16.9%, 0.1, i, 20.9, 1.3%, -8.4%, 1.3%, 1.1
- CN(C)c1ccc(C(=O)NNC(=O)Nc2ccccc2)cc1
→ 1.6%, -3.0, i, -18.6, 6.9%, -11.8%, 1.3%, -3.7
- CCN(C(=O)C12CC3CC(CC(C3)C1)C2)C1CCS(=O)(=O)C1 (centres undefined)
→ -2.9%, 1.9, i, 5.6, -7.1%, i, -0.4%, -1.5
- COc1ccc(N2C3=[N+](CC2(C)O)c2ccccc2CC3)cc1 (centres undefined)
→ 7.5%, -64.9, i, -24.7, -4.9%, i, -2.1%, 0.1
- CSCC[C@H](NC(=O)[C@H](Cc1ccccc1)n1c(=O)[nH]c2ccccc2c1=O)C(=O)N1CCC[C@@H]1C(=O)O
→ -0.5%, 5.7, i, 22.1, 11.1%, -17.7%, -0.7%, -0.2
- Cc1cccc(C(=O)NCC(c2ccco2)N2CCc3ccccc32)c1 (centres undefined)
→ -8.1%, 0.8, i, 2.1, 7.8%, -22.3%, 2.6%, -1.3
- O=C(O)/C=C(/c1ccccc1)C(F)(F)F
→ 7.3%, -3.7, i, -4.5, 7.4%, i, nt, -1.9
- O=c1[nH]c(=S)[nH]c2c1CN(Cc1ccc(F)cc1)CC2
→ -1.0%, -7.7, i, ?, 7.7%, i, -1.3%, 0.2
- COc1cccc(NC(=O)CCc2c(C)nc3nc(CNC(=O)c4cccc(F)c4)nn3c2C)c1
→ 5.5%, -5.0&-2.5, i, -17.9, 5.0%, ?, -1.9%, -16.2
- O=C(Nc1c2c(nn1-c1ccc(Cl)cc1)CS(=O)(=O)C2)c1ccc2c(c1)OCO2
→ -2.3%, -23.1, i, -8.8, 5.6%, i, 2.4%, 1.9
- CCN(CC(=O)Nc1ccc(S(N)(=O)=O)cc1)S(=O)(=O)c1cc(C)ccc1OC
→ 0.2%, 0.4, i, 0.1, 3.7%, -23.1%, 2.5%, 2.3
- CC1CCN(C(=O)CCC(=O)Nc2nnc(C3CCCCC3)s2)CC1
→ -3.0%, -0.9, i, -15.9, 0.8%, -31.5%[inhibitor], -1.0%, 2.0
- CC(C)CN(CC(C)C)C(=O)C12CCC(C)(C(=O)C1)C2(C)C (centres undefined)
→ 1.4%, -0.3, i, -17.1, 1.8%, i, 0.6%, 1.3

# Gathered by group, the compounds so far containing an aryl methoxy group.
# Results follow in this order: EPAC2 antagonist, DRD3 agonist, pAkt inh, D3 antag, EPAC2 agonist, PTHR1 agonist, Mm-Cpn inhibitor, CCT chaperon mod
- COc1ccc2nc(NC(=O)CSc3nnc4n3C(C)(C)Cc3ccccc3-4)sc2c1
→ 3.3%, -0.5, nt, ?, -1.7%, -65.6%[inhibitor], -1.5%, -0.6
- COc1cc2c(C#CCCO)c(-c3ccc(C#N)cc3)oc(=O)c2cc1OC
→ 28.7%, -16.5, i, 0.0, 4.8%, -16.9%, -0.9%, -0.6
- COc1ccc(N2C3=[N+](CC2(C)O)c2ccccc2CC3)cc1 (centres undefined)
→ 7.5%, -64.9, i, -24.7, -4.9%, i, -2.1%, 0.1
- COc1cccc(NC(=O)CCc2c(C)nc3nc(CNC(=O)c4cccc(F)c4)nn3c2C)c1
→ 5.5%, -5.0&-2.5, i, -17.9, 5.0%, ?, -1.9%, -16.2
- CCN(CC(=O)Nc1ccc(S(N)(=O)=O)cc1)S(=O)(=O)c1cc(C)ccc1OC
→ 0.2%, 0.4, i, 0.1, 3.7%, -23.1%, 2.5%, 2.3

# (more compounds)
# Results follow in this order: EPAC2 antagonist, DRD3 agonist, pAkt inh, D3 antag, EPAC2 agonist, PTHR1 agonist, Mm-Cpn inhibitor, CCT chaperon mod
- O=C(CSc1cn(CCNC(=O)c2cccs2)c2ccccc12)NC1CCCCC1
→ -3.1%, -3.9, i, -14.9, 13.3%, -31.1%[inhibitor], 1.1%, 0.2
- COc1ccc(S(=O)(=O)N2C[C@H]3CON(C)[C@H]3C[C@H]2c2ccc(-c3cc4ccccc4o3)cc2)cc1
→ -19.8%, -3.0, i, -25.8, 9.5%, -1.8%, nt, -1.4
- COc1ccc(Oc2nnc(-c3ccc(C)cc3)c3ccccc23)cc1
→ 0.7%, -13.0, i, -18.1, 11.7%, i, 0.9%, -4.9
- CN(C)S(=O)(=O)c1cccc(NC(=O)Cc2ccc(Cl)cc2)c1
→ -1.5%, -3.9, i, 9.8, 17.1%, -51.7%[inhibitor], 1.6%, -1.7
- Fc1ccc(-c2nc3c4ccccc4ccn3c2Cc2ccsc2)cc1
→ 5.8%, -3.7, i, -13.3, 9.0%, i, nt, -0.2
- O=C(c1cn(-c2ccccc2)nc1-c1ccncc1)n1nnc2ccccc21
→ 23.9%, -2.9, i, ?, -0.7%, -17.0%, nt, 1.3
- CC(C)(C)OC(=O)CNC(=O)c1[nH]cnc1C(=O)NCC(=O)OCc1ccccc1
→ -2.5%, 70.6*, i, 67.5, 6.4%, -9.4%, 0.3%, -0.2
- CC(C)(C)OC(=O)NCc1ccc(CNC(=O)c2[nH]cnc2C(=O)N[C@@H](Cc2ccccc2)C(=O)OCc2ccccc2)cc1
→ -29.6%, 6.9, i, 14.3, -5.5%, i, 0.2%, -1.7
- COc1cc(C(=O)Nc2ccc(NC(=O)C(C)C)nc2)cc(OC)c1OC
→ -5.1%, -4.3, i, -7.6, 6.0%, -5.7%[57.5 µM], 1.2%, -5.3
- COc1cc(NS(=O)(=O)c2ccc(OC)c(OC)c2)cc(OC)c1
→ 0.0%, 1.9, i, -6.9, 15.0%, -5.2%[57.5 µM], -0.5%, -3.8
- COC(=O)c1ccc2nc(-c3ccco3)c(Cc3ccc(C)cc3)n2c1
→ -12.5%, 5.6, i, ?, -7.5%, -14.0%, nt, -4.7
- COc1ccc(NC(=O)c2cc(S(=O)(=O)N3CCCCC3)ccc2N2CCCCC2)cn1
→ -0.1%, 7.9, i, 7.6, 13.0%, -6.8%[57.5 µM], 0.4%, -0.1
- COc1ccc(-c2cc(=O)oc3cc(OC(C)C(=O)NCc4ccccn4)ccc23)cc1 (centres undefined)
→ -10.9%, -8.9, i, -14.8, 3.9%, -11.1%, -2.1%, -2.1
- CCc1nnc(NC(=O)Cc2sc(C)nc2-c2ccc(C)cc2)s1
→ 6.9%, 4.0, i, 11.9, 3.9%, i, 1.3%, 1.5
- Cc1ccccc1N(CC(N)=O)S(C)(=O)=O
→ -4.0%, -4.4, i, -25.2, -7.8%, 16.3%[57.5 µM], -1.5%, 0.0
- O=C(O)C(Cc1ccccc1N(CCO)CCO)N1C(=O)c2ccccc2C1=O (centres undefined)
→ 6.1%, 4.0, i, 4.4, 6.4%, i, nt, 0.3
- COC(=O)c1sccc1NC(=O)Nc1ccccc1Cl
→ -11.0%, 3.0, i, -2.1, 5.6%, -0.4%, 0.6%, -0.4
- Cc1ccc(NC(=O)CN2CCN(Cc3ccccc3)CC2)c(Br)c1
→ -9.2%, -14.1, i, 26.6, 7.4%, -30.7%[inhibitor], -1.3%, -1.2
- O=C(NS(=O)(=O)Oc1ccccc1F)OC[C@@H]1CCCN2CCCCC12 (some centres undefined)
→ 0.9%, -1.3, i, -13.4, 11.5%, -62.3%[inhibitor], 0.5%, -2.8

# Assay outcomes as filed in PubChem BioAssay.
